CD40 NFkB inh = inhibitors of CD40-induced NF-kB signaling, primary screen, BL2 cells, luciferase reporter, single point; CD40L-induced, 4 h; inhibition, % at 10 µM; 83,000 compounds, 0.94% hits; AID 1053188, 2014;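 active = mean inhibition of at least 50% with a set share of replicates also reaching that level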;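 note: 0% = neutral control wells and 100% = IKK inhibitor VII at 50 µM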
Numbers without * were called inactive; & = joins results of further samples; [ ] = dose if it differs, or a comment. This is a subset; rates above refer to the full screens.

SMILES	CD40 NFkB inh
Cc1noc(C)c1S(=O)(=O)N(C)C[C@@H]1Oc2ccc(NC(=O)Cn3cnnn3)cc2C(=O)N([C@@H](C)CO)C[C@@H]1C	-7.9[25 µM]
CN(CC(=O)NC1CCCc2ccccc21)S(=O)(=O)c1cccs1 (stereo unspecified)	10.9
C[C@H](NC(=O)C[C@H]1C[C@@H]2c3cc(NC(=O)NC4CCCC4)ccc3O[C@@H]2[C@H](CO)O1)c1ccccc1	-8.0
O=C(Nc1ccc2c(c1)[C@@H]1C[C@@H](CC(=O)N3CCc4ccccc4C3)O[C@@H](CO)[C@@H]1O2)C1CCOCC1	-18.2[25 µM]
CCCNC(=O)N1[C@@H]2CN(C)c3ccccc3[C@@H]2[C@@H]1CO	3.3[25 µM]
Cc1ccc(C)c(NC(=S)N(Cc2cccc(Br)c2)CC2CCC(C(=O)O)CC2)c1 (stereo unspecified)	3.3
O=S(=O)(c1cccc(-c2cn3cccnc3n2)c1)N1CCOCC1	7.9
Cc1cc(C(=O)NCCCN2CCCC2=O)cs1	-34.8
CC1CN(S(=O)(=O)c2ccc(C(=O)N3CCc4ccccc43)cc2)CC(C)O1 (stereo unspecified)	6.3
CCC(C)NCc1ccc(C(=O)OC)o1 (stereo unspecified)	3.7
COc1ccc2c(c1)CCCC2=O	2.9
CCOC(=O)Nc1ccc2c(c1)C(=NO)c1ccccc1-2	-47.5
O=C(Cn1c(=O)c2cccn2c2ccccc21)NCCCN1CCCCC1	2.2
Cc1cc(C(=O)Nc2ccc3c(c2)C(=O)N(C)[C@@H]2CC[C@@H](CC(=O)O)O[C@H]2CO3)no1	-8.6[25 µM]
COc1ccc(CN2CCNC(=O)C2CC(=O)N(C)Cc2ccncn2)c(OC)c1 (stereo unspecified)	11.8
O=C(C1CC1c1ccccc1)N1CCOCC1 (stereo unspecified)	2.2
COc1ccc(NC(=O)Nc2cccc3c2O[C@@H](CN(C)Cc2ccc(C(=O)O)cc2)[C@H](C)CN([C@H](C)CO)C3=O)cc1	-3.9[25 µM]
O=C(c1ccc(Oc2ccccc2)cc1)C1CCCN(C(=O)c2cnccn2)C1 (stereo unspecified)	5.8
CCOC(=O)c1sc(C)c2c1NC(C)(c1cccc3ccccc13)NC2=O (stereo unspecified)	18.7
Cn1c(=N)n(CC(=O)c2cccs2)c2ccccc21	-62.8
CO[C@H](CN(C)Cc1cc(F)ccc1F)[C@H](C)CN([C@@H](C)CO)S(=O)(=O)c1ccc(F)cc1	5.1
COc1ccc(OCCOC(=O)Nc2ccccc2)cc1	-24.7
CCN(CC(=O)Nc1ccc2c(c1)OCCO2)C(=O)CCc1ccc(OC)cc1	-1.4
CCN(C(=O)COC(=O)Cc1cccc2ccccc12)C1CCS(=O)(=O)C1 (stereo unspecified)	-68.3
O=C(Cn1nc(C(F)(F)F)c2c1CCCC2)NCc1ccco1	17.7
O=C(NCc1ccccn1)c1cc(-c2ccccc2)nc2ccccc12	4.5
CSCCC(NC(=O)c1ccccc1Cl)C(=O)NNC(=O)c1ccncc1 (stereo unspecified)	-6.5
COc1cc(C)ccc1Oc1ccc([N+](=O)[O-])cc1	-7.3
O=C(C[C@@H]1CC[C@@H](NC(=O)c2ccc3c(c2)OCO3)[C@H](CO)O1)NCc1ccc(Oc2ccccc2)cc1	1.5[25 µM]
COc1ccc(N2CCN(C(=O)COC(=O)CCc3ccccc3OC)CC2)cc1	-4.8
O=C(Nc1ccccc1NC(=O)c1ccco1)c1ccco1	8.0
O=C(C[C@@H]1C[C@@H]2c3cc(NC(=O)Nc4ccccc4)ccc3O[C@@H]2[C@H](CO)O1)NCc1ccccc1	0.7[25 µM]
Cc1[nH]c(=O)[nH]c(=O)c1S(=O)(=O)Nc1ccc(Oc2ccccc2)cc1	-10.4
CC1CCCCN1C(=O)COC(=O)c1ccc(N2CCCC2=O)cc1 (stereo unspecified)	3.9
Cc1nc2cc(NS(=O)(=O)c3ccccc3)ccc2n1C	-0.5
O=C(N[C@H]1CC[C@@H](CC(=O)N2CCOCC2)O[C@H]1CO)c1cccc(F)c1	4.1[25 µM]
O=c1nc2n(c3ccc(Br)cc13)CCS2	-8.4
CCCCC(=O)OCC(=O)c1cc(C)n(-c2c(C)n(C)n(-c3ccccc3)c2=O)c1C	14.2
CNc1nc(N)c(C(=O)C23CC4CC(CC(C4)C2)C3)s1	6.9
COC(=O)c1sc(NC(=O)c2ccc3c(c2)OCO3)c(C#N)c1C	7.4
CCN1CCN(c2ccc(S(=O)(=O)N3CCCCC3)cc2NC(=O)c2ccc([N+](=O)[O-])o2)CC1	6.9
CCN1CCN(c2nc3ccccc3nc2C(C#N)C(=O)OC2CCCCC2)CC1 (stereo unspecified)	26.8
O=C(Nc1ccc(F)cc1)N1C[C@@H]2N[C@H](C1)C2c1ccc(-c2ccccc2F)cc1 (stereo partly specified)	-3.9&8.3
COc1ccccc1NC(=O)CCCCCN1C(=O)c2cccc3cccc(c23)C1=O	-1.1
COc1ccc(-c2cccc(NS(=O)(=O)c3ccc([N+](=O)[O-])cc3)c2)nn1	5.0
CCS(=O)(=O)NCC[C@@H]1CC[C@@H](NS(=O)(=O)c2ccccc2C)[C@@H](CO)O1	-1.8[25 µM]
CO[C@H]1CN(C)C(=O)c2ccc(NC(=O)C3CCC3)cc2OC[C@H](C)N(Cc2ccccn2)C[C@@H]1C	-3.0&-1.1[25 µM]
O=C(NC1CC1)[C@@H]1CSC2c3ccccc3C(=O)N21 (stereo partly specified)	2.2
COc1ccccc1C(=O)Nc1cccc(S(=O)(=O)N2CCCC2)c1	5.7
CCCCCOC(=O)Nc1nnc(CCC)s1	-17.2
CO[C@H](CN(C)C(=O)c1cc(Cl)cc(Cl)c1)[C@H](C)CN(C(=O)Nc1ccc(F)cc1)[C@H](C)CO	-2.8[25 µM]
CC(C)COC(=O)N(C)C[C@H]1OCc2cn(nn2)CCCC(=O)N([C@H](C)CO)C[C@@H]1C	-2.6[25 µM]
CN1C[C@H]2[C@@H](c3ccccc31)[C@H](CO)N2C(=O)Nc1ccccc1Cl	2.2[25 µM]
O=S(=O)(c1ccc2c(c1)CCC2)N1CCNCC1	5.9
Cc1ccc2c(C(=O)CNc3nncs3)c(C)[nH]c2c1	1.3
CCOc1ccc(NC(C)=O)cc1[N+](=O)[O-]	-1.3
COc1cccc2c1N1C(=O)c3c(C(=O)O)cccc3C1CC2(C)C (stereo unspecified)	3.7
COc1cccc(C(C)(O)c2nc(-c3cccs3)cs2)c1 (stereo unspecified)	9.7
CC(C)(C)NC(=O)CN1CCC(NC(=O)C23CC4CC(CC(C4)C2)C3)CC1	11.9
CCOC(=O)Nc1ccc(OC)c([N+](=O)[O-])c1	-1.5

Taken from above:
`COc1ccccc1C(=O)Nc1cccc(S(=O)(=O)N2CCCC2)c1` | CD40 NFkB inh = 5.7
`COc1ccc(N2CCN(C(=O)COC(=O)CCc3ccccc3OC)CC2)cc1` | CD40 NFkB inh = -4.8

(list continues)
SMILES	CD40 NFkB inh
O=C(NCC[C@H]1CC[C@@H](NC(=O)C2CCOCC2)[C@H](CO)O1)c1cc(Cl)cc(Cl)c1	4.8[25 µM]
Cc1cccc(CN2CCN(Cc3ccc(-n4cccn4)cc3)CC2CCO)n1 (stereo unspecified)	2.5
c1ccc2sc(-c3ccncc3)nc2c1	-64.3
CCC(C)NC(=O)CO/N=C/c1ccc(C(=O)OC)cc1 (stereo unspecified)	9.2
c1ccc2c(N3CCCC3)nc(-c3ccncc3)nc2c1	19.0
CC(OC(=O)c1cccc(-n2cnnn2)c1)C(=O)Nc1cccc(Cl)c1 (stereo unspecified)	2.0
CCc1cnc(N2[C@H](C#N)[C@H](c3ccc(C#Cc4ccccc4F)cc3)[C@@H]2CO)s1	7.4[25 µM]
COCCNCc1ccc(C(C)C)cc1	-4.2
C[C@H](CO)N1C[C@H](C)[C@@H](CN(C)S(=O)(=O)c2ccccc2)OCc2cn(nn2)CCCC1=O	-1.8
Nc1nnnn1/N=C/c1cccc(Oc2ccccc2)c1	-40.0
COC(=O)c1ccc(OS(=O)(=O)N(C)C)cc1	-22.4
Cn1cccc1C(=O)Nc1ccc(N2CCOCC2)cc1	-3.3
CC(C)[C@H]1CC=CC[C@H](C)Oc2ccccc2C(=O)N(C)[C@H](C(C)C)C(=O)N1 (mixture of isomers)	-4.4[25 µM]
O=C1CC(c2ccco2)Sc2ccccc2N1 (stereo unspecified)	-3.3
C[C@@H]1CN([C@H](C)CO)C(=O)c2cccc(NC(=O)c3nc4ccccc4s3)c2O[C@@H]1CN(C)C(=O)Nc1ccc2c(c1)OCO2	-2.1[25 µM]
O=C(CCNS(=O)(=O)c1cccs1)N1CCN(c2ccc(F)cc2)CC1	12.7
O=C(CCC(=O)Nc1nnc(C2CCCCC2)s1)NCc1ccccc1	-6.6
O=C(C1CCCC1)N1C[C@@H]2[C@H](c3ccccc31)[C@@H](CO)N2C(=O)Nc1cccc(F)c1	2.5
CCOC(=O)c1c(C)n(C)c2cc(CN(C)C)c(O)c(S(=O)(=O)c3ccccc3)c12	4.0
O=C(OCC(=O)c1ccc[nH]1)c1ccc(C(F)(F)F)cc1	-19.5
CC(=O)Nc1ccc(-c2cc(C(=O)O)c3ccccc3n2)cc1	7.5
COCc1ccc(C(=O)NC(C)c2cnn(-c3ccccc3C)c2C)o1 (stereo unspecified)	-11.0
O=C(Nc1cccc(-c2cn3cccnc3n2)c1)c1ccco1	-4.2
C[C@@H]1CN([C@@H](C)CO)C(=O)c2cc(C#Cc3ccccc3)cnc2O[C@H]1CN(C)C(=O)c1ccccc1	-4.3[25 µM]
O=C(Nc1cccnc1)c1ccc(CN2CCc3ccccc3C2)cc1	-3.4
COc1ccc(C)cc1S(=O)(=O)Nc1cc2c3c(c1)CCC(=O)N3CCC2	8.3
O=C(O)c1cc(NS(=O)(=O)c2ccc(F)cc2)cc(NS(=O)(=O)c2ccc(F)cc2)c1	6.0
Cc1nn(C)c(C)c1S(=O)(=O)NC1CCCc2ccccc21 (stereo unspecified)	18.9
CCc1cnc(N2[C@H](CO)[C@@H](c3ccc(C#CCC4CCCC4)cc3)[C@@H]2C#N)s1	0.7[25 µM]
COc1ccc(CNc2oc(COc3ccccc3)nc2C#N)cc1	-43.4
CC(OC(=O)C1CC(=O)N(Cc2ccco2)C1)C(=O)Nc1cccc(C#N)c1 (stereo unspecified)	-2.3
O=C(C[C@H]1CC[C@@H]2[C@H](COC[C@H](O)CN2Cc2cc(F)cc(F)c2)O1)Nc1nccs1	11.8[25 µM]
CO[C@@H]1CC[C@@H]2CCN(C)C(=O)CCCN(C)C(=O)c3cc(C#N)ccc3OC[C@@H]1O2	2.2[25 µM]
CC(C)C#Cc1ccc([C@H]2[C@@H](C#N)N(C(=O)C3CC3)[C@H]2CO)cc1	27.1[25 µM]
CN(C)C(=O)C[C@H]1CC[C@@H]2[C@H](COC[C@@H](O)CN2C(=O)C2CCOCC2)O1	-8.9[25 µM]
NC(=O)CSc1nc(C2CC2)nc2sc3c(c12)CCCC3	-106.6
CNC(=O)C1CC(=O)N(Cc2ccccc2)C(=Nc2ccc(OC)cc2)S1 (stereo unspecified)	-1.7
Cc1ccc2c(Cl)cc(Cl)c(OCC(=O)NC3CCS(=O)(=O)C3)c2n1 (stereo unspecified)	5.6
Cc1ccc(CNC(=O)Nc2nnc([C@H]3C[C@H](O)[C@@H](CO)O3)s2)cc1	2.7
O=S(=O)(c1ccc(Cl)s1)N1CCNCC1	1.6

Reformatted: seven of the compounds above
SMILES,CD40 NFkB inh
O=C(O)c1cc(NS(=O)(=O)c2ccc(F)cc2)cc(NS(=O)(=O)c2ccc(F)cc2)c1,6.0
C[C@@H]1CN([C@@H](C)CO)C(=O)c2cc(C#Cc3ccccc3)cnc2O[C@H]1CN(C)C(=O)c1ccccc1,-4.3[25 µM]
NC(=O)CSc1nc(C2CC2)nc2sc3c(c12)CCCC3,-106.6
CCc1cnc(N2[C@H](CO)[C@@H](c3ccc(C#CCC4CCCC4)cc3)[C@@H]2C#N)s1,0.7[25 µM]
COc1ccc(C)cc1S(=O)(=O)Nc1cc2c3c(c1)CCC(=O)N3CCC2,8.3
O=C(Nc1cccnc1)c1ccc(CN2CCc3ccccc3C2)cc1,-3.4
COc1ccc(CNc2oc(COc3ccccc3)nc2C#N)cc1,-43.4

Additional records follow.
SMILES	CD40 NFkB inh
O=C(CCC(=O)N1CCOc2ccccc21)NCCCN1CCOCC1	14.4
COc1ccc([C@@H]2C/C=C\C[C@@H](c3ccc(F)cc3)NC(=O)CCC(=O)N2)c(OC)c1	-7.6[25 µM]
O=C(N/N=C/c1[nH]c2ccccc2c1Cl)c1cccc(Br)c1	-6.7
Cc1occc1C(=O)Nc1ccc2ccccc2c1	-80.3
O=C1CSC(c2ccc(Cl)c(Cl)c2)N1c1nccs1 (stereo unspecified)	5.1
COC(=O)Cn1cnc2sc3c(c2c1=O)CCCC3	3.0
Cc1ccc(Nc2nc(C(=O)NCCCN3CCOCC3)cs2)cc1	1.3
NC(=O)C1CCN(c2ncnc3c2c(-c2ccccc2)cn3-c2ccccc2)CC1	3.9
COc1ccc(C(=O)NNC(=O)Cc2ccc(Cl)cc2)cc1	6.3
COc1ccc(S(=O)(=O)N2CCN(C(=O)CCSc3ccccc3)CC2)cc1	1.6
Cc1nc2ccccn2c1C(=O)NNS(=O)(=O)c1ccc(Cl)cc1	13.4
O=C(c1cccc(-c2cncc3nccn23)c1)N1CCOCC1	11.6
COc1ccc(N2CC(C(=O)N(C)CC(=O)Nc3ccc(Cl)c(C(F)(F)F)c3)CC2=O)c(OC)c1 (stereo unspecified)	21.0
CC(OC(=O)CCCSc1nc2ccccc2s1)C(=O)NC(N)=O (stereo unspecified)	8.6
CS(=O)(=O)N1[C@@H]2Cn3c(ccc(-c4cccc(F)c4)c3=O)[C@H]1[C@@H](C(=O)N1CCCCC1)[C@@H]2CO	-1.9[25 µM]
c1ccn2cc(-c3ccc4c(c3)OCO4)cc2c1	-65.8
CCc1ccc(NC(=O)CSc2nc(O)cc(=O)n2C2CCCC2)cc1	4.5

Of the compounds above, these contain an aryl thioether with sulfur outside any ring:
SMILES	CD40 NFkB inh
NC(=O)CSc1nc(C2CC2)nc2sc3c(c12)CCCC3	-106.6
COc1ccc(S(=O)(=O)N2CCN(C(=O)CCSc3ccccc3)CC2)cc1	1.6
CC(OC(=O)CCCSc1nc2ccccc2s1)C(=O)NC(N)=O (stereo unspecified)	8.6
CCc1ccc(NC(=O)CSc2nc(O)cc(=O)n2C2CCCC2)cc1	4.5

Screens from PubChem.
